LDHA inh: inhibitors of human lactate dehydrogenase A; AID 1347041; purified LDHA, NADH/diaphorase-resazurin fluorescence; stronger effect = lower value; P00338; activity change, % (values are at about 110 or 230 µM); 480,000 compounds, 0.15% hits; in the data active = activity change below about -30%; inconclusive = mostly about -25% to -30%;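 note: plate controls were DMSO wells for no effect and wells without enzyme for full effect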
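Enzyme activity of human lactate dehydrogenase 5 (2 nM; 0.06 mM NADH, 0.2 mM pyruvate, 5 min, RT) is measured via a resazurin/diaphorase fluorescence readout of residual NADH.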
12-LOX inh: ALOX12 (human) lipoxygenase inhibition | P18054 | purified 12hLO, xylenol orange hydroperoxide absorbance | Potency, µM (series often up to 108 µM), for the others: at the highest dose activity change, negative = inhibition, actives largely listed as inhibitors | 580,000 compounds, 1.1% hits | AID 1671190; active = well fitted inhibition curve with a large enough effect; inconclusive = small, poorly fitted or top-dose-only effect, or another doubt; inactive = no such curve, though single readings can be large or run the other way; note: potency is the fitted concentration of half-maximal effect
Target sequence (P18054 whole entry, looked up): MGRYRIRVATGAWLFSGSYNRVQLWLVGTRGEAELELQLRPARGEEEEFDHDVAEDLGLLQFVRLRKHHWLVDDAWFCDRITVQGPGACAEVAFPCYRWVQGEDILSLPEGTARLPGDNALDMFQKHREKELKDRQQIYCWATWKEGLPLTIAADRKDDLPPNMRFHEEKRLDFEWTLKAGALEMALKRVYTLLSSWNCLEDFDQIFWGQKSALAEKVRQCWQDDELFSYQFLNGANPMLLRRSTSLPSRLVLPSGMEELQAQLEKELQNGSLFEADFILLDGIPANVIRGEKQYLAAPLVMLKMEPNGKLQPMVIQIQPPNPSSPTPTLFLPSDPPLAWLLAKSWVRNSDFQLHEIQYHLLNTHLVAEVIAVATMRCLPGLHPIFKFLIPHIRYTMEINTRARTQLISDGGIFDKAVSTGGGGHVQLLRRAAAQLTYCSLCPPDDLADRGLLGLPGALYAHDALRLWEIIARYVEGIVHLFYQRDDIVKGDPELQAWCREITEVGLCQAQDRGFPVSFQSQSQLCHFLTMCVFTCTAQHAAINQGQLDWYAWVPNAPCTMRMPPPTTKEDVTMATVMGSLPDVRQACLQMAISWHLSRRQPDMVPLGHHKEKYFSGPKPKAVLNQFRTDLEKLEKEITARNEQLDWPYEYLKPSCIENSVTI
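Hydroperoxide product was detected by ferrous iron/xylenol orange as the 573 to 405 nm absorbance ratio. Arachidonic acid at 40 uM (final) was turned over for 30 min at room temperature by 150 nM human 12hLO, pH 7.0 Hepes buffer, after 15 min compound preincubation.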
* hit, by the source's call; ? = inconclusive; [ ] = dose if it differs, or a comment. Unless noted, % is set by controls: 0 for no effect and ±100 for the full control effect. These rows are one share of the data; rates above refer to the full screens.

No.	smiles	LDHA inh	12-LOX inh
1	CC1=CC(=O)C2C3C=CC(C3)C2/C1=N/OC(=O)c1ccc(C)cc1 (stereo unspecified)	2	-9%
2	CCC(CC)NC(=O)COC(=O)CCS(=O)(=O)c1ccc(C)cc1	8	3%
3	CC(=O)c1c(C)[nH]c(C(=O)OC(C)C(=O)c2ccc(F)cc2)c1C (stereo unspecified)	0	-1%
4	Cc1[nH]c(=O)nc(SCC(=O)Nc2ccc(F)cc2Cl)c1C#N	-2	-9%
5	Cc1ccc2c(=O)cc(C(=O)Nc3onc4c3CC(C)CC4)oc2c1C (stereo unspecified)	-2	5%
6	O=C(O)CCC(=O)N1N=C(c2cccs2)CC1c1ccc2nccnc2c1 (stereo unspecified)	-16	7%
7	CC(C)C(=O)Nc1ccc2oc(-c3ccc(F)cc3)nc2c1	0	10%
8	Cc1cccc(OCCOC(=O)c2n[nH]c(=O)c3ccccc23)c1	3	-7%
9	O=S(=O)(Nc1nc2ccccc2nc1NCc1ccccc1)c1cccs1	-7	-58%
10	COc1cccc(CNC(=O)CN2C(=O)N(c3cccc(C)c3)S(=O)(=O)c3ccccc32)c1OC	1	-11%
11	CC(C)n1ncc2c(C(=O)Nc3ccc(F)cc3)c3c(nc21)CCC3	6	-9%
12	COc1ccc2c(ccn2CC(=O)Nc2ccc3c(c2)OCO3)c1	1	28%
13	CN(C)C(=O)c1ccc(CNC(=O)c2ccccc2CSc2nc3ccccc3o2)cc1	10	13%
14	O=C(CCc1ncc(-c2ccccc2F)o1)Nc1ccc(S(=O)(=O)NC2CC2)cc1	4	-2%
15	Cc1cccc(NC(=O)CCNC(=O)C2CCCC2)c1C	1	-32%
16	CCOc1cc(/C=C(\C#N)C(=O)OC)ccc1OCc1cccc(C(F)(F)F)c1	11	?
17	Nc1nc(Nc2ccc(Br)cc2)sc1C(=O)c1cccc(Br)c1	2	?
18	O=C(Nc1ccc(F)cc1)C(c1ccnc2ccccc12)N1CCN(CC(=O)N2CCCC2)CC1 (stereo unspecified)	-4	-10%
19	O=S(=O)(c1ccccc1)N1CCN(c2ccc(N3CCCCCC3)nn2)CC1	0	-16%
20	Cc1noc(C)c1S(=O)(=O)Nc1c(NC2CCCC2)c2ccccc2oc1=O	-3	8%
21	Cc1ccc(-c2cnc(CCC(=O)Nc3ccccc3F)o2)cc1C	-7	8%
22	CCCOc1ccc2c(c1)sc1ncc(NC(=O)c3ccccc3C)c(=O)n12	-5	4%
23	Cc1ccc(C(=O)NCCC2=CCCCC2)s1	?	?
24	CCOC(=O)[C@]12CCCC=C1N(Cc1ccccc1)C(=O)[C@H](CC(=O)NCC1CCCCC1)C2	6	3%
25	COC(=O)CNC(=O)c1cccc(C(F)(F)F)c1	0	5%

The list goes on, overlapping the part above by four compounds.
No.	smiles	LDHA inh	12-LOX inh
22	CCCOc1ccc2c(c1)sc1ncc(NC(=O)c3ccccc3C)c(=O)n12	-5	4%
23	Cc1ccc(C(=O)NCCC2=CCCCC2)s1	?	?
24	CCOC(=O)[C@]12CCCC=C1N(Cc1ccccc1)C(=O)[C@H](CC(=O)NCC1CCCCC1)C2	6	3%
25	COC(=O)CNC(=O)c1cccc(C(F)(F)F)c1	0	5%
26	O=C(c1cc2cc(Br)ccc2o1)c1cc(F)ccc1F	-2	?
27	COc1ccccc1CCNS(=O)(=O)c1ccc(N2C(=O)C(C)(C)CS2(=O)=O)cc1	1	-48%
28	Cn1c(=O)c2c(ncn2CC(=O)NCCc2ccc(Cl)cc2)n(C)c1=O	0	-8%
29	CCOc1ccc(-n2cc(-c3ccccc3)c3c(NCC(OC)OC)ncnc32)cc1	11	11%
30	Fc1ccc(NN=C2c3ccccc3-c3ccccc32)c(F)c1	5	?
31	Fc1ccc(/C=N/N=C/c2ccc(F)cc2)cc1	-3	-1%
32	Cc1cc2oc(=O)cc(CN(C)CCOc3ccccc3F)c2cc1C	6	-1%
33	COc1ccc(NC(=O)C(=O)c2c(C)n(C)c3ccccc23)cc1	15	?
34	CCNC(=O)c1ccccc1OCc1ccc(Cl)cc1	0	4%
35	COC(=O)c1c(-c2ccccc2)csc1NC(=O)CN1CCOCC1	1	28%
36	Cn1nc(C(=O)OCC(=O)NC(=O)c2ccc(C(C)(C)C)cc2)c2ccccc2c1=O	0	22%
37	Cc1ccc(N2CC(C(=O)Nc3c(C)nn(C)c3C)CC2=O)cc1 (stereo unspecified)	-6	1%
38	Cc1noc(C)c1C(=O)NCc1ccnc(OC2CCCCC2)c1	3	15%
39	O=C(CSc1nnc2ccc(-c3ccc(Br)cc3)nn12)NCc1ccc2c(c1)OCO2	-1	?
40	COc1cc(C2N3CC4(C)CN2CC(C)(C3)C4O)ccc1O (stereo unspecified)	1	0%
41	O=C(CC1CC2CCC1C2)NCc1cccnc1 (stereo unspecified)	1	13%
42	N#C/C(=C/c1cccc(F)c1)S(=O)(=O)c1ccc(Cl)cc1	-6	?
43	CCc1cc2c(=O)c(-c3nncn3-c3ccccc3)coc2cc1OCC(=O)NC(CC)C(=O)O (stereo unspecified)	0	-7%
44	COc1cccc(OCCCOc2ccc(Cl)cc2/C=N/NC(N)=O)c1	0	11%
45	COc1ccc(NS(=O)(=O)c2cc3[nH]c(=O)c(=O)[nH]c3cc2C)cc1	-1	-8%
46	CC(C)C(C)NC(=O)COc1ccc(-n2cnnn2)cc1 (stereo unspecified)	2	48%[activator]
47	CC(C)C[C@@H](NC(=O)Nc1cccc(Cl)c1)C(=O)O	-10	?
48	CC1CCc2sc(N)c(C#N)c2C1 (stereo unspecified)	2	?
49	Fc1cccc(Cl)c1Cn1c(CN2CCOCC2)nc2ccccc21	-17	1%
50	CCC1(C)Cc2c(sc3nc(SC)nc(N4CCCCC4)c23)CO1 (stereo unspecified)	-3	26%

Complete entries as entered above.
O=C(CC1CC2CCC1C2)NCc1cccnc1 (stereo unspecified) is listed as LDHA inh = 1; 12-LOX inh = 13%
Cc1ccc(N2CC(C(=O)Nc3c(C)nn(C)c3C)CC2=O)cc1 (stereo unspecified) is listed as LDHA inh = -6; 12-LOX inh = 1%
CCOc1ccc(-n2cc(-c3ccccc3)c3c(NCC(OC)OC)ncnc32)cc1 is listed as LDHA inh = 11; 12-LOX inh = 11%

Remaining list, next part:
No.	smiles	LDHA inh	12-LOX inh
51	NC(=O)C(=O)N/N=C/C1CCCCC1	-3	-14%
52	CCCn1c(=O)n(CCC(=O)Nc2cc(C)cc(C)c2)c2ccccc21	-6	6%
53	Cn1cnc2c1c(=O)n(CC(=O)N(Cc1ccc(F)cc1)C1CC1)c(=O)n2C	1	-6%
54	O=C(CSc1nnc(-c2cccnc2)n1C1CC1)c1cc2ccccc2o1	-25	17%
55	CCc1ccc2c(COC(=O)c3ccc4c(c3)nnn4CC)cc(=O)oc2c1	10	-17%
56	COC(=O)CCCNC(=O)CN1CCCCC1C (stereo unspecified)	-2	28%
57	Cc1ccc(C)c(OCCn2cnc3c2c(=O)n(C)c(=O)n3C)c1	-8	4%
58	O=C(CNc1nc(Cl)nc2nc[nH]c12)NCCc1c[nH]c2ccc(Cl)cc12	7	1%
59	S=c1[nH]c(-c2ccccc2)c(-c2ccccc2)[nH]1	-1	?
60	CCOc1ccc2nc(Nc3nc(C)c(CCC(C)C)c(=O)[nH]3)nc(C)c2c1	-1	-2%
61	Cc1ccc(C)c(NC(=O)CSc2nccn2Cc2ccccc2Cl)c1	3	2%
62	Oc1ccc(C2SCCS2)cc1	4	-4%
63	Clc1cccc(Cl)c1COc1cccc(-n2cnnn2)c1	5	-4%
64	CCCN1Cc2cccc(C(=O)Nc3ccccc3Br)c2C1=O	8	-11%
65	COC(=O)c1ccc(F)c(NC(=O)CCc2c(C)nc(C)[nH]c2=O)c1	-7	?
66	Cc1ccc2nc(/C(C#N)=C/c3ccc(-c4ccc(Cl)cc4)o3)[nH]c2c1	-11	?
67	CCC1CCc2c(sc(NC(=O)COCC(=O)O)c2C(=O)NCc2ccccc2)C1 (stereo unspecified)	-1	-49%
68	Cc1ccccc1-n1ccnc1SCC(=O)c1ccccc1F	0	-7%
69	O=c1cc(-c2ccccc2)sc2c1ccc1ccccc12	-7	-20%
70	COC(=O)c1ccc(C2C(C#N)=C(N)Oc3c2ccc2ccccc32)cc1 (stereo unspecified)	-5	?
71	Cc1ccc(S(=O)(=O)NC(C)c2cccs2)cc1 (stereo unspecified)	1	4%
72	O=C(CSc1ccc2c(c1)OCCO2)c1ccc2c(c1)CCC2	9	?
73	CCNS(=O)(=O)c1ccc(C)c(C(=O)NCC(O)c2cccc(Cl)c2)c1 (stereo unspecified)	0	6%
74	Cc1ccc(C(=O)OCC(=O)NCc2ccco2)cc1S(=O)(=O)Nc1cccc(Cl)c1	9	?
75	COC(=O)c1c(NC(=O)C2CCCCC2)sc(C(=O)N2CCOCC2)c1C	6	-28%
76	COc1ccccc1CCNC(=O)c1csc2ccccc12	9	5%
77	Cc1cccc(NC(=O)NCc2c(C)nn(C)c2C)c1C	-2	-23%
78	Cc1oc(-c2ccccc2)nc1CN(CC(N)=O)C(C)C	2	-1%
79	Cc1ccc(C(=O)CS(=O)(=O)c2ccc(C)cc2)cc1	-17	-22%
80	Cc1ccc(Cn2cc(CN3CC(N4CCN(C5CCN(C)CC5)CC4)CS3(=O)=O)nn2)cc1 (stereo unspecified)	4	?
81	CCOP(=O)(OCC)c1nc(-c2ccco2)oc1NCc1ccccc1	10	-2%
82	O=C1CC(c2nc(-c3cccs3)no2)CN1c1ccc(F)cc1 (stereo unspecified)	0	?
83	Cn1nc(C(=O)N2CCOCC2)cc1C(=O)Nc1cccc(F)c1	1	2%
84	COc1ccc(CNC(=O)c2nc(-c3nn(-c4ccc(C)cc4)c(=O)n(C)c3=O)no2)cc1	4	-8%
85	Cn1cccc1C1CCCN1Cc1nc(-c2ccc(Cl)cc2)no1 (stereo unspecified)	6	?
86	COc1cc(Cc2nc3ccccc3n2C(C)c2nc3ccccc3[nH]2)cc(OC)c1 (stereo unspecified)	9	?
87	O=C1CN(CCC2=CCCCC2)[C@H]2CS(=O)(=O)C[C@H]2N1c1ccccc1	-11	?
88	O=C(NC1CCc2ccccc21)c1cc2c(s1)CCC2 (stereo unspecified)	1	-29%
89	C=CCNc1nc(-c2cccnc2)nc2ccccc12	-1	?
90	Cc1ccc2c(C(=O)CN3CCN(CCO)CC3)c(C)[nH]c2c1	-7	-46%
91	O=C(c1sc2cccc(F)c2c1Cl)N1CCCCC1	1	42%

Single entries from above.
Result of entry 77 in 12-LOX inh: -23%
Result of entry 81 in 12-LOX inh: -2%
Result of entry 90 in LDHA inh: -7
Result of entry 78 in 12-LOX inh: -1%
